CHT allo act: allosterically activates the human high affinity choline transporter. CHT-expressing cells, membrane potential dye, choline EC20; stronger effect = higher value; LV-AA mutant CHT in HEK293 cells. B-score at 10 µM. hit rate 0.49% among 310,000. AID 488977;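 active = initial fluorescence not abnormally high and integrated response B-score, plate-corrected, over 3 SD above library mean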
Target sequence (Q9GZV3 whole entry, looked up): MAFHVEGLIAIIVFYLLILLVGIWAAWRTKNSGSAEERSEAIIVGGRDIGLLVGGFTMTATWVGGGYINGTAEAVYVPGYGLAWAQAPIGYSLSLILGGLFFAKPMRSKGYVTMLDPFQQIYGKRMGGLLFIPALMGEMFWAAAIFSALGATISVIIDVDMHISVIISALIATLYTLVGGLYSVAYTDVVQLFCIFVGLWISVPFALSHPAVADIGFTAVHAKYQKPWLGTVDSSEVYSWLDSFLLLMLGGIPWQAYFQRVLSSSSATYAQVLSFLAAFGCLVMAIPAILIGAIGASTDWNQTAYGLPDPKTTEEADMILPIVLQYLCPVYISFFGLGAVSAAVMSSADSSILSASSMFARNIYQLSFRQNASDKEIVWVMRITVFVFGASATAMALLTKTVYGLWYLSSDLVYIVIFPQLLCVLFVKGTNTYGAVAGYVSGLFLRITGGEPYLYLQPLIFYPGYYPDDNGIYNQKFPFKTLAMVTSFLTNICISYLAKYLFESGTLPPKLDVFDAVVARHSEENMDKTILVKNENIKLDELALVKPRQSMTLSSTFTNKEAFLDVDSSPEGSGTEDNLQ
OX1R antag: human HCRTR1 antagonism. inhibition, % at 5 µM. O43613. hit rate 0.43% among 330,000. CHO/OX1R cells, Fluo-8 calcium fluorescence, orexin A;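 active = inhibition above its plate's threshold, mean inhibition of all tested compounds on the plate plus 3 SD, cut at about 37% in these data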;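 note: 0% = orexin A challenge wells and 100% = SB-334867-A antagonist wells; not every result past the cut was called active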
Target sequence (O43613 whole entry, looked up): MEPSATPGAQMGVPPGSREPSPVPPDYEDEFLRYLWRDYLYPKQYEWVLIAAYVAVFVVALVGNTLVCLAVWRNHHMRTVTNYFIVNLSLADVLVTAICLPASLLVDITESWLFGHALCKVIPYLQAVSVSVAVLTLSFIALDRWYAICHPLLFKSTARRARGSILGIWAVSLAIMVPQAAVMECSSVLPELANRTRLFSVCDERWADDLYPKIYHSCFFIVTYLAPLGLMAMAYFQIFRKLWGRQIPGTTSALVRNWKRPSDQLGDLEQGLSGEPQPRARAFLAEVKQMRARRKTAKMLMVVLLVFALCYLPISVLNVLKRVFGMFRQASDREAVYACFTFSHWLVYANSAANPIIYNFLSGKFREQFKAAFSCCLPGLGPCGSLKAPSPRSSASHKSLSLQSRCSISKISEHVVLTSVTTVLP
Active calls of the source: *; i = inactive; . = not tested or not shown.

SMILES	CHT allo act	OX1R antag
O=C(NC1CCCCC1)C(c1ccncc1)N(Cc1ccc2c(c1)OCO2)C(=O)C(F)(F)F (stereo unspecified)	i	-32
O=C(NCCCn1ccnc1)c1ccc(-c2ccccc2)cc1	i	-6
OC(CN1c2ccccc2Sc2ccccc21)Cn1nnc2ccccc21 (stereo unspecified)	i	42
O=[N+]([O-])c1ccc(C=Nc2cccc3ccccc23)s1	i	-14
Cn1nc(C(=O)N2CCN(c3cccc(Cl)c3)CC2)c2c1-c1ccccc1S(=O)(=O)C2	i	0
COc1cccc(/C=N/NC(=O)Cn2nc(C)c([N+](=O)[O-])c2C)c1O	i	-25
O=C(CN1C(=O)S/C(=C/c2ccccn2)C1=O)N1CCOCC1	i	-5
CCCCn1c(=O)n(CC(=O)Nc2c(CC)cccc2CC)c(=O)c2c1nc(CO)n2CCC	i	-24
CN1C(=O)CC(C(=O)Nc2ccc(F)cc2)SC1=Nc1ccc2c(c1)OCO2 (stereo unspecified)	i	-34
Cc1ccc(SCC(=O)NC(=O)NC(C)C)c(C)c1	i	-14
C=C(C)C(=O)O[C@H]1C/C(C)=C\C(=O)/C=C(\C)[C@H](O)[C@@H]2OC(=O)C(=C)[C@@H]21	i	-4
CCOC(=O)c1c(C)[nH]c(C(=O)COC(=O)c2oc3ccc(OC)cc3c2C)c1C	i	-21
Brc1ccc(C=Nc2ccc(Nc3ccccc3)cc2)s1	i	-6
COc1ccc(C(=O)N2CCC(N3CCN(c4ccccc4)CC3)CC2)cc1	i	-21
COc1ccc(CCNC(=O)COC(=O)Cc2cc(OC)c(OC)c(OC)c2)cc1	i	-12
CCOc1ccc(S(=O)(=O)N2CCN(c3ccccn3)CC2)cc1	i	-26
CC1C2(C)OCC(C#N)(C(=N)O2)C1(C#N)C#N (stereo unspecified)	i	-14
Cc1c(CC(=O)O)c(=O)oc2c(C)c3occ(-c4ccc(F)cc4)c3cc12	i	.
COC(=O)CN1C(c2ccccc2O)Nc2ccc(Br)cc2C1c1ccccc1 (stereo unspecified)	i	-11
CCN(CC)S(=O)(=O)c1cccc(NC(=O)COC(=O)c2cc(C)oc2C)c1	i	-27
COc1ccc(/C=C(\C#N)C(=O)NCCc2ccccc2)cc1OCc1ccccc1	i	-32
Cc1ccc(C(=O)NCCSC(C)(C)C)cc1	i	-8
COCCN(C(=O)CSc1nnc(Nc2ccccc2F)s1)c1c(N)n(Cc2ccccc2)c(=O)[nH]c1=O	i	7
CCC(Sc1nc2ccccc2c(=O)n1CC1CCCO1)C(=O)NCc1cccnc1 (stereo unspecified)	i	-12
COc1ccccc1N1CCN(c2nc(C)cc(=O)[nH]2)CC1	i	-21
O=C(OCc1ccccn1)C1CCN(C(=O)c2ccc(Cl)cc2)CC1	i	-11
COC(=O)c1cc(NC(=O)Cc2cc(OC)c(OC)c(OC)c2)cc(C(=O)OC)c1	i	-28
CN(c1ccccc1C(=O)Nc1ccc2c(c1)n(C)c(=O)n2C)S(C)(=O)=O	i	3
CN(C)c1nc2ccccc2c(N)c1-c1ccccc1	i	-15
O=C(Cn1ncc(N2CCOCC2)c(Cl)c1=O)c1ccc(Cl)cc1	i	-3

The list goes on; it opens with the 2 that closed the last part.
SMILES	CHT allo act	OX1R antag
CN(C)c1nc2ccccc2c(N)c1-c1ccccc1	i	-15
O=C(Cn1ncc(N2CCOCC2)c(Cl)c1=O)c1ccc(Cl)cc1	i	-3
Cc1ccc(C(=O)NNc2c3ccccc3nc3ccccc23)cc1	i	-32
Cc1cc(-c2n[nH]c(=S)n2/N=C/c2ccco2)n[nH]1	i	-10
CN(C)C=NC(=O)/C(C#N)=C/c1ccccc1	i	-2
Cc1ccc(C(=O)NCC(=O)N/N=C/c2cccs2)cc1C	i	-25
Cc1cc(NC(=O)CSc2nc3ccccc3c(=O)n2C2CCCC2)no1	i	-30
COC(=O)CCSc1cc([N+](=O)[O-])cc2c1c(C1OCCO1)nn2-c1ccccc1	i	-3
COc1cccc(C(C(=O)NC(C)(C)C)N(C(=O)CCC(=O)Nc2cc(C)on2)C(C)(C)C)c1OC (stereo unspecified)	i	-27
O=C(CSc1n[nH]c(-c2ccccc2)n1)Nc1ccc(F)cc1F	i	-14
O=C1c2ccccc2CN2C(=O)c3ccccc3CN12	i	-21
CN1CCN(S(=O)(=O)CC2(C)C3CCC2(C)C(=O)C3Br)CC1 (stereo unspecified)	i	6
COc1ccccc1OCC(=O)NC1CCCCCC1	i	-3
CC1(C)Cc2c(c(N3CCCC3)nc3sc4c(N5CCN(CCO)CC5)ncnc4c23)CO1	i	-32
CCCc1c(C(=O)N/N=C/c2ccccc2OCc2ccc(F)cc2)nnn1-c1nonc1N	i	-11
CCCN1C(=O)c2cc(C(=O)NCCc3cccc(C)c3)ccc2C1O (stereo unspecified)	i	-20
N/C(=N\OC(=O)c1cccc(Br)c1)c1ccc([N+](=O)[O-])cc1	i	-2
O=C1C=C(c2ccc(-c3ccccc3)cc2)C[C@@H](c2ccc(Cl)cc2)C1	.	4
CCNC(=S)NNC(=O)c1ccc(OC(F)F)cc1	i	-2
CNc1nc(SC(C)C(=O)Nc2ccc(Cl)c(Cl)c2)nc(N2CCOCC2)n1 (stereo unspecified)	i	-54
COc1cc(C(=O)Nc2nc3ccc(S(C)(=O)=O)cc3s2)cc(OC)c1C	i	4
Cc1ccc(CS(=O)(=O)Cc2ccc(C(=O)NCCCN3CCOCC3)o2)cc1	i	-5
CCC(C)(C)n1nnnc1CN1CCN(c2nc3cc(OC)ccc3cc2C#N)CC1	i	-11
COc1ccc2[nH]c3c(c2c1)CCN1C(=O)C(CC(=O)NCC24CC5CC(CC(C5)C2)C4)C[C@H](C(=O)N2CCOCC2)[C@@]31CCC1CCCC1 (stereo partly specified)	.	-12
COc1cc(C)ccc1Oc1ncnc(N)c1[N+](=O)[O-]	i	-11
Cc1nn(C)cc1S(=O)(=O)N1CCN(c2ccccc2)CC1	i	-14
CCN(CC)C1CCS(=O)(=O)C1 (stereo unspecified)	i	3
CCc1nnc(NC(=O)C(=O)NCCOC(=O)c2ccccc2)s1	i	-11
COCCn1c(C)cc(/C=C2/SC(=O)N(CC(=O)N3CCCC3)C2=O)c1C	i	-9
CCN(CC(=O)Nc1ccc(NC(C)=O)cc1)C(=O)c1cc2c(s1)CCCC2	.	-33
COc1ccc(N2CC(C(=O)Nc3ccccc3C(=O)NCc3ccco3)CC2=O)cc1 (stereo unspecified)	i	-29
Cc1ccc(NC(=O)COc2ccccc2C(=O)Nc2ccccc2)cc1Cl	i	-12

An excerpt from above in order of heavy-atom count, descending.
SMILES	CHT allo act	OX1R antag
COc1ccc2[nH]c3c(c2c1)CCN1C(=O)C(CC(=O)NCC24CC5CC(CC(C5)C2)C4)C[C@H](C(=O)N2CCOCC2)[C@@]31CCC1CCCC1 (stereo partly specified)	.	-12
CCCc1c(C(=O)N/N=C/c2ccccc2OCc2ccc(F)cc2)nnn1-c1nonc1N	i	-11
CC1(C)Cc2c(c(N3CCCC3)nc3sc4c(N5CCN(CCO)CC5)ncnc4c23)CO1	i	-32
COc1ccc(N2CC(C(=O)Nc3ccccc3C(=O)NCc3ccco3)CC2=O)cc1 (stereo unspecified)	i	-29
CCC(C)(C)n1nnnc1CN1CCN(c2nc3cc(OC)ccc3cc2C#N)CC1	i	-11
Cc1ccc(CS(=O)(=O)Cc2ccc(C(=O)NCCCN3CCOCC3)o2)cc1	i	-5
CNc1nc(SC(C)C(=O)Nc2ccc(Cl)c(Cl)c2)nc(N2CCOCC2)n1 (stereo unspecified)	i	-54
COc1cc(C(=O)Nc2nc3ccc(S(C)(=O)=O)cc3s2)cc(OC)c1C	i	4
O=C1C=C(c2ccc(-c3ccccc3)cc2)C[C@@H](c2ccc(Cl)cc2)C1	.	4
CCc1nnc(NC(=O)C(=O)NCCOC(=O)c2ccccc2)s1	i	-11
Cc1nn(C)cc1S(=O)(=O)N1CCN(c2ccccc2)CC1	i	-14
COc1ccccc1OCC(=O)NC1CCCCCC1	i	-3
CCNC(=S)NNC(=O)c1ccc(OC(F)F)cc1	i	-2
CCN(CC)C1CCS(=O)(=O)C1 (stereo unspecified)	i	3

Other structures
SMILES	CHT allo act	OX1R antag
CC(=O)Cc1nsc(NC(=O)c2csc3c2CCCC3)n1	i	5
O=C(CSc1nnc(-c2ccccc2)o1)N1CCCCC1	i	-22
Cc1ccc(S(=O)(=O)Cn2nnnc2C(CC(C)C)N2CCN(c3ccccc3)CC2)cc1 (stereo unspecified)	i	-23
Cc1ccccc1S(=O)(=O)N1CC(C(=O)O)=CC[C@H]1c1ccc(Cl)cc1	i	1
Cc1ccc(Sc2nc(C)c([N+](=O)[O-])c(C)c2C#N)cc1	i	-39
C[C@@H]1ON(C2CCCCC2)[C@H]2c3nc4ccccc4n3C[C@@H]12	i	-24
C=CCn1c(=S)[nH]c2scc(-c3ccc(C)o3)c2c1=O	i	-8
CCOC(=O)Nc1ccc2c(COC(=O)c3ccccc3O)cc(=O)oc2c1	i	-19
COc1ccc(Cc2nc3ccc(C(=O)NCCc4ccccn4)cc3o2)cc1OC	i	-15
CCCC(=O)NCC(c1cccs1)S(=O)(=O)c1ccc(Cl)cc1 (stereo unspecified)	i	-16
Cn1cc(CNCCN2CCCCC2=O)c(-c2cccc(Cl)c2)n1	i	-10
COC(=O)c1ccc(NC(=O)CSc2nnc(-c3ccncc3)n2N)cc1	i	-2
CC1(C)Cc2noc(N)c2C(C)(C)N1OC(=O)c1cccs1	i	-16
N#CCCN(CCC#N)C(=O)C1c2ccccc2Oc2ccccc21	i	0
O=C(c1ccc(CSc2ccc(Cl)cc2)cc1)N1CCOCC1	i	-6
NC(=O)[C@@H]1CCCNc2c(F)cc([N+](=O)[O-])cc2C(=O)N[C@@H](CO)C(=O)NCC(=O)N1	i	-20
CC(=O)Nc1ccc(S(=O)(=O)Nc2cccc(-c3nc4ccccc4o3)c2)cc1	i	-12
Cc1cccc(N(C(=O)CCC(=O)Nc2ccccn2)C(C(=O)NC(C)C)c2ccc(O)cc2)c1 (stereo unspecified)	i	-27
Cc1c(Cl)cccc1NC(=S)N1CCC(C(N)=O)(N2CCCCC2)CC1	i	3
Cn1c(SCCN2CCOCC2)nc2sc3c(c2c1=O)CCCC3	i	-7
CCc1noc(C)c1C(=O)Nc1cc(S(=O)(=O)N2CCOCC2)ccc1OC(C)C	i	-26
O=C(NCCc1ccccc1)c1ccc(-c2ccccc2C(F)(F)F)o1	i	-25
CC(=O)N1CCc2c(sc3c2c(=O)n(Cc2ccccc2)c(=O)n3CC(=O)NCC2CCCO2)C1 (stereo unspecified)	i	-19
O=C(CCc1ccccc1)N/N=C/c1cccc(O)c1	i	-21
CCOc1ncccc1C(=O)OCC(=O)N1CC(=O)Nc2ccccc21	i	-4
CCCOc1ccc(C2NC(=O)NC(c3ccccc3)=C2C(C)=O)cc1OCC (stereo unspecified)	i	-17
Cc1ccc(CSc2ncnc3c2cnn3Cc2ccccc2)cc1	i	-5
CN(c1ccc(C(=O)NCCSCc2ccc(Cl)cc2)cc1)S(=O)(=O)c1ccccc1	i	3
CN(C(=O)c1ccc(Br)o1)C1CCS(=O)(=O)C1 (stereo unspecified)	i	-24
COc1ccc2oc(C(=O)OCC(=O)Nc3ccccc3OC)c(C)c2c1	i	-18
O=C1CCC(C(=O)N2CCCCO2)CN1CCc1ccc(Cl)cc1 (stereo unspecified)	i	-20
O=C(CSc1nc2ccccc2[nH]1)N1CCN(c2ccc(F)cc2)CC1	i	-26
CC(C(=O)C12CC3CC(CC(C3)C1)C2)N1CCOCC1 (stereo unspecified)	i	-2
Cc1nnc(NC(=O)c2c(-c3ccccc3)noc2C)s1	i	-11
N#Cc1c(Cl)cccc1N1CCCC1	i	2
COc1ccc(-c2noc(C3CCCN(C(=O)c4ccc(F)cc4)C3)n2)cc1 (stereo unspecified)	i	-13
Cc1c(C(=O)NCCCN2CCOCC2)sc2nc(-c3ccc(F)cc3)cn12	i	-18
S=c1[nH]nc(-c2ccncc2)n1Cc1ccco1	i	1
CCOC(=O)C1(Cc2ccccc2C)CCCN(S(=O)(=O)CC)C1 (stereo unspecified)	i	-15
COc1ccc(OCC(=O)Nc2cc(OC)ccc2N2CCCCC2)cc1	i	-36
Cc1cc(C(=O)Nc2cccc(C(=O)O)c2)c(C)o1	i	-18
O=C(NCCc1ccc(Cl)cc1)Nc1cccc(Cl)c1	i	-11
O=C1c2ccccc2NC(c2ccc3c(c2)OCCO3)N1c1ccc2c(c1)OCCO2 (stereo unspecified)	i	-24
CCc1nnc(NC(=O)CSc2nnc(CNc3ccc(OC)cc3)n2CC)s1	i	-24
OCCCN=c1cc(-c2ccccc2)oc2ccc(Cl)cc12	i	-24
COc1ccc(C2c3c(ncn(CCN4CCOCC4)c3=N)Oc3ccc4ccccc4c32)cc1 (stereo unspecified)	i	-16
CO[C@H]1CC[C@@]2(C)[C@@H](CC[C@@H]3[C@@H]2CC[C@@]2(C)[C@H]3C[C@H](C(=O)O)O[C@]23CCCO3)C1	.	-2
CC1CCN(C(c2ccccc2)c2nnnn2C(C)(C)C)CC1 (stereo unspecified)	i	-18
COCCOC(=O)c1c(NC(=O)CN2CCCc3ccccc32)sc(C(N)=O)c1C	i	-4
O=S(=O)(c1ccc(NCc2ccccc2)cc1)N1CCOCC1	i	1

Continued.
SMILES	CHT allo act	OX1R antag
COc1cc(-c2noc(CCCC(=O)NCc3ccccc3)n2)cc(OC)c1OC	i	-44
O=C(CN1C(=O)c2cccc3cccc1c23)NC1CCCCC1	i	-3
O=C(CCNC(=O)C1CCN(S(=O)(=O)c2ccccc2)CC1)NCc1cccc(Cl)c1	i	-15
COc1ccc(Cl)cc1C(=O)NNC(=O)c1[nH]c(C)c(C(C)=O)c1C	.	-31
COC(=O)CCCC1=CC2=CC(=O)C(C)(OC(=O)c3cccs3)C(=O)C2=CN1CCCOC(C)C (stereo unspecified)	i	-24
CCc1cccc(CC)c1NC(=O)c1cccc(NC(=O)c2ccccc2)c1	i	-18
NC(=S)Nc1cccc2cnccc12	i	13
O=C(CC12CC3CC(CC(C3)C1)C2)N/N=C/c1ccc([N+](=O)[O-])o1	i	-12
COC(=O)c1cc2cc(OC)ccc2n1C	.	-14

Screens: PubChem BioAssay, several laboratories
